# CD40 NFkB inh – CD40 pathway inhibition in BL2 cells | BL2 NF-kB luciferase reporter, CD40L-induced, 4 h | inhibition, % at 10 µM | hit rate 0.94% among 83,000 | AID 1053188;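 active = mean inhibition of at least 50% with a set share of replicates also reaching that level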;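 note: 0% = neutral control wells and 100% = IKK inhibitor VII at 50 µM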
# Active calls of the source: *; [ ] = dose if it differs, or a comment. These rows are one share of the data, so the mix of outcomes need not match the whole.
item	mol	CD40 NFkB inh
1	CO[C@@H]1CN(C)C(=O)c2cc(NC(=O)c3cccc(F)c3)ccc2OC[C@H](C)N(C)C[C@H]1C	2[25 µM]
2	O=C(C[C@H]1C[C@@H]2c3cc(NC(=O)C4CCOCC4)ccc3O[C@@H]2[C@H](CO)O1)NC1CCCC1	-1
3	Cc1ccc(CNC(=O)CCCCn2c(=O)[nH]c3ccsc3c2=O)cc1	1
4	N#Cc1c(C(F)(F)F)cc(-c2cccs2)nc1N1CCCCC1	10
5	COCC(=O)N1[C@@H](CO)[C@H](c2ccccc2)[C@@H]1CNC(=O)c1ccccn1	0
6	Cc1nc2ncnn2c(C)c1CCC(=O)N1CCc2ccccc21	11
7	Brc1cnc(OCc2ccccc2)nc1OCc1ccccc1	5
8	Cc1ccc(S(=O)(=O)N2CCOCC2)cc1C(=O)Nc1ccc(N2CCCCCC2)cc1	-18
9	CCCCCCn1c(SCCCC)nc2c1c(=O)[nH]c(=O)n2C	-7
10	O=C1NCCOCn2nncc2CC[C@@H]1Cc1ccccc1	-1
11	CCOc1ccc(N2C(=O)CN(c3cccc4ccccc34)C2=S)cc1	17
12	CS(=O)(=O)Nc1ccc2c(c1)[C@H]1C[C@H](CC(=O)NCc3cc(F)ccc3F)O[C@H](CO)[C@H]1O2	-16[25 µM]
13	OC(c1ccc(F)cc1)c1nc(/C=C/c2ccccc2)cs1 (configuration not stated)	-85
14	CCNC(=O)[C@H]1[C@H](CO)[C@H]2Cn3c(ccc(-c4ccccc4F)c3=O)[C@H]2N1CC1CC1	2[25 µM]
15	COc1ccc(OC)c(C(=O)c2ccc(C(=O)Nc3cccc4ccccc34)cc2)c1	0
16	COc1cccc(CNC(=O)C[C@H]2CC[C@H]3[C@H](COc4ccc(NC(=O)c5cccs5)cc4C(=O)N3C)O2)c1	11[25 µM]
17	Cc1ccc(NC(=O)CSc2nnc(Cc3ccccc3)c(=O)[nH]2)c(C)c1	-2
18	CCCCc1nnc(NC(=O)c2nc3nccc(C)n3n2)s1	-2
19	CCC(CC)C(=O)NCCc1ccc(S(N)(=O)=O)cc1	4
20	COc1cc(OC)cc(C(=O)NCC(=O)N2CCCCCCC2)c1	3
21	O=C(Cc1csc(-c2ccc(F)cc2)n1)Nc1cccc(S(=O)(=O)NC2=NCCC2)c1	-8
22	O=C(O)CCC(=O)N1CCN(c2nc(-c3ccccc3)c3ccccc3n2)CC1	0
23	CN(CC(=O)Nc1ccc(N2CCOCC2)cc1)C(=O)c1cccc(Cl)c1Cl	-1
24	CCOC(=O)c1nc2ccccc2c(=O)[nH]1	-20

# 6 of the compounds above, with the structure last:
cpd	CD40 NFkB inh	molecule
19	4	CCC(CC)C(=O)NCCc1ccc(S(N)(=O)=O)cc1
20	3	COc1cc(OC)cc(C(=O)NCC(=O)N2CCCCCCC2)c1
21	-8	O=C(Cc1csc(-c2ccc(F)cc2)n1)Nc1cccc(S(=O)(=O)NC2=NCCC2)c1
22	0	O=C(O)CCC(=O)N1CCN(c2nc(-c3ccccc3)c3ccccc3n2)CC1
23	-1	CN(CC(=O)Nc1ccc(N2CCOCC2)cc1)C(=O)c1cccc(Cl)c1Cl
24	-20	CCOC(=O)c1nc2ccccc2c(=O)[nH]1

# Later entries.
item	mol	CD40 NFkB inh
25	CCNS(=O)(=O)c1ccc(C(=O)OCC(=O)N2CCCc3ccccc32)cc1	0
26	COc1ccc(NC2CCCN(C(=O)c3cn(C)c4ccccc34)C2)cc1 (configuration not stated)	11
27	COc1ccc(Oc2nc3ccccc3n(C)c2=O)cc1	3
28	O=C(C[C@H]1C[C@H]2c3cc(NS(=O)(=O)c4ccc(F)cc4)ccc3O[C@H]2[C@H](CO)O1)NCCN1CCCCC1	8[25 µM]
29	Cc1nc(N)nc(N)c1-c1ccc([N+](=O)[O-])cc1	-4
30	O=C(NCc1cn(-c2ccccc2)nc1-c1ccccc1)c1cccc([N+](=O)[O-])c1	-26
31	CCOc1cc(C(=O)Nc2cccc(C(C)=O)c2)ccc1OCC(=O)N1CCCCC1	0
32	Cc1ccc(S(=O)(=O)N2CCN(C(=O)c3ccnn3C)CC2)cc1C	1
33	Cc1ccccc1C(O)c1ccncc1 (configuration not stated)	4
34	c1ccc(CSc2ccc(-c3cccnc3)nn2)nc1	-50
35	COc1ccc2c3c(n(C)c2c1)[C@H](CO)NCC31CN(C(=O)c2cccc(F)c2)C1	-13[25 µM]
36	COc1ccc(CCNC(=O)NC23CC4CC(CC(C4)C2)C3)cc1OC	-1
37	CC(=O)OC1(C(C)=O)CCC2C3CC(C(F)(F)F)C4=CC(=O)CCC4(C)C3CCC21C (configuration not stated)	-4
38	COc1ccc(C(=O)c2ccsc2N)cc1	-41
39	C[C@@H]1CN([C@@H](C)CO)C(=O)c2cc(NC(=O)Cn3cnnn3)ccc2O[C@H]1CN(C)Cc1ccc(C(=O)Nc2ccccc2N)cc1	1[25 µM]
40	CCOc1ccc2oc(C(=O)NNC(=O)c3ccccc3O)c(C)c2c1	-24
41	O=C(NCCc1ccccc1)c1noc2c1CCc1ccccc1-2	-38
42	O=C1OCCC1=COCCCCCCOC=C1CCOC1=O	4
43	COC(=O)c1nnn(-c2nonc2N)c1CSc1nnc(N)s1	9
44	Nc1nc(SCc2ccccc2)c2ncn(CCO)c2n1	-13
45	CCOC(=O)c1c(C)[nH]c(C(=O)N2CCC(C(=O)OCC)CC2)c1C	-1
46	Cc1ccc(CN(C)C[C@H]2OCc3cn(nn3)CCCC(=O)N([C@@H](C)CO)C[C@H]2C)cc1	4
47	COc1ccc2c3c(n(C)c2c1)[C@H](CO)N(CC1CC1)CC31CN(C(=O)CC2CC2)C1	-14[25 µM]
48	O=C(C[C@@H]1CC[C@H](NC(=O)CC2CC2)[C@@H](CO)O1)NCC(F)(F)F	0[25 µM]
49	COc1ccc(-c2c3c(nc4sc5c(Cl)nc(C)nc5c24)CCC3)cc1	20
50	CCn1cc(CNCc2cn[nH]c2-c2cc3ccccc3o2)cn1	3
51	O=S(=O)(/N=C(\c1ccc(F)cc1)N1CCOCC1)c1ccccc1	6
52	O=S(=O)(c1ccc2ccccc2c1)N(CC(O)COCc1ccco1)c1ccccc1 (configuration not stated)	10
53	COc1ccc(OC)c(NS(=O)(=O)Cc2ccccc2)c1	18
54	CCOc1ccc(N2CC(C(=O)Nc3cccc(C(=O)NC4CC4)c3)CC2=O)cc1 (configuration not stated)	8
55	O=C(c1ccccn1)N1C[C@@H]2[C@H](c3ccccc31)[C@@H](CO)N2C(=O)C1CC1	-6
56	CN(CCCC(=O)N1CCN(c2ncccn2)CC1)S(=O)(=O)c1ccc(F)cc1	-1
57	CCCNC(=O)N1[C@H](CO)[C@@H](c2ccc(-c3cccnc3)cc2)[C@@H]1C#N	5[25 µM]
58	CN(C(=O)COC(=O)CNC(=O)C12CC3CC(CC(C3)C1)C2)c1ccccc1	10
59	COc1ccc(CNC(=O)CCC(=O)Nc2cccnc2)cc1	4
60	COc1ccc(OC)c(CN2CCC(N3CCC(C(=O)NC4CC4)CC3)CC2)c1	1
61	COCC(=O)N1[C@@H](C#N)[C@@H](c2ccccc2-c2ccc(C)cc2)[C@@H]1CO	-12[25 µM]
62	Cn1c(=O)c2c(nc(N3CCOCC3)n2CCc2ccccc2)n(C)c1=O	-7
63	C[C@@H]1CN([C@H](C)CO)C(=O)c2ccccc2-c2ccccc2CO[C@@H]1CN(C)C(=O)Nc1ccccc1C(F)(F)F	2[25 µM]
64	N#C[C@H]1[C@@H](c2ccccc2-c2ccccc2)[C@H](CO)N1C(=O)NC1CCCCC1	3
65	CCc1noc(C)c1C(=O)Nc1nc2ccc(F)cc2s1	-62
66	COc1ccc(N2C(=O)[C@@H]3Cc4ccccc4CN3C2=O)cc1	-4
67	COc1ccc(NC(=O)CN(C)C(=O)c2sc3cc(Cl)ccc3c2Cl)cc1	5
68	CCS(=O)(=O)NC(=O)C1(C)CCN1C(=O)C1(c2ccc(Cl)cc2)CC1 (configuration not stated)	1
69	CCCCOC(=O)Nc1ccc(N(C)C)cc1	-102
70	CC1(C(=O)Nc2nccs2)Cc2ccccc2C(=O)O1 (configuration not stated)	4
71	CN(C)c1ccc(NC(=O)COC(=O)Cn2nnc3ccccc32)cc1	-8
72	CNC(=O)c1ccc(NC(=O)CN2c3cccc4cccc(c34)S2(=O)=O)cc1	-2
73	C/C(=N\NC(=O)c1nnn(-c2nonc2N)c1CN(C)c1ccccc1)c1cccs1	1
74	CCOC(=O)C1(Cc2ccc(OC)cc2)CCN(C(=O)CC2CCC(=O)N2)CC1 (configuration not stated)	-10
75	CNC[C@@H]1Oc2ccc(N(C)C)cc2CC(=O)N(C)C[C@H]1C	-3
76	COCCNC(=O)Cc1ccc(Br)cc1	6
77	Cc1ccc(S(=O)(=O)N2CCN(c3ccc([N+](=O)[O-])c4cccnc34)CC2)cc1	-5
78	CO[C@H]1CC[C@H]2CCOc3ccc(C#N)cc3C(=O)N(C)C[C@H](c3ccccc3)CC(=O)N(C)C[C@H]1O2	-9[25 µM]
79	Cc1csc(=O)n1CC(=O)OC(C)C(=O)Nc1cccc(Cl)c1 (configuration not stated)	1
80	CC1SC(C)C(=O)N(CC(=O)Nc2ccc3c(c2)OCO3)C1=O (configuration not stated)	-14

# Later entries.
item	mol	CD40 NFkB inh
81	O=S(=O)(Nc1nc2ccccc2nc1Cl)c1ccc(Br)cc1	3
82	CC(C)(C)[S@](=O)N1Cc2cc(C(=O)N[C@@H]3CCN(Cc4ccccc4)C3)nc(-c3cccc(-c4cncnc4)c3)c2[C@@H]1CCO	2
83	COc1ccc(CC(NC(C)=O)C(=O)NC2CCN(c3ncccc3[N+](=O)[O-])CC2)cc1 (configuration not stated)	7
84	CCCCN(C(=O)CSc1nnnn1C)C1CCS(=O)(=O)C1 (configuration not stated)	-1
85	CCn1nc(C)c(/C=N/NC(=O)Cn2cncn2)c1C	0
86	O=C(C[C@H]1CC[C@@H](NC(=O)C2CC2)[C@H](CO)O1)Nc1ccccc1	0[25 µM]
87	O=C(CCc1nnc(Cc2cccc(C(F)(F)F)c2)o1)NC1CC1	4
88	CCCC#Cc1ccc2c(c1)[C@@H]1[C@@H](CCN1S(=O)(=O)c1cccc(F)c1)[C@@H](CO)N2C	-6[25 µM]
89	O=C(NCc1ccco1)C(NS(=O)(=O)c1cccc2nsnc12)c1ccccc1 (configuration not stated)	1
90	Cc1c(C(=O)NCCSCc2ccc(F)cc2)cnn1-c1ccc(Cl)cc1	18
91	Cc1csc(NC(=O)CNS(=O)(=O)c2cccs2)n1	1
92	CCOc1ccc(S(=O)(=O)Nc2cccc(C(=O)NCC3(N4CCCCC4)CCCCC3)c2)cc1	6
93	O=C(Nc1ccc(F)cc1)N1C[C@@H]2[C@H](c3ccccc31)[C@H](CO)N2C(=O)Cc1ccccc1	-3[25 µM]
94	O=C(CN1C(=O)C2CCCCC2C1=O)OCC(=O)c1ccc(F)cc1 (configuration not stated)	-3
95	CC1CCCCN1C(=O)CN1CCN(S(=O)(=O)c2ccc(Br)cc2Cl)CC1 (configuration not stated)	-6
96	O=C(NCc1cccnc1)c1cc(-c2ccco2)on1	-47
97	Cc1nn2c3c(cnc2c1-c1ccccc1)C(=O)CC(c1ccco1)C3 (configuration not stated)	5
98	O=C(Nc1cnn(C23CC4CC(CC(C4)C2)C3)c1)c1cnn2cccnc12	-49
99	Cc1cc(C)nc(N2CCN(C(=O)CCC(=O)Nc3nnc(C(C)C)s3)CC2)n1	-8
100	CN(Cc1ccccc1)N=Nc1ccccc1	1
101	C[C@H](CO)N1C[C@H](C)[C@@H](CN(C)C(=O)Nc2ccc3c(c2)OCO3)Oc2c(NC(=O)c3nc4ccccc4s3)cccc2C1=O	6[25 µM]
102	O=[N+]([O-])c1ccccc1C=NNc1ccccc1	-3
103	C[C@@H]1CN([C@H](C)CO)C(=O)c2c(c3ccccc3n2C)-c2ccccc2CO[C@H]1CN(C)Cc1ccc(Cl)c(Cl)c1	23[25 µM]
104	O=C(NCCS(=O)(=O)N1CCCCC1)c1ccc2c(c1)OCO2	-2
105	CN(c1ccc(OCC(=O)N2CCOCC2)cc1)S(=O)(=O)c1ccc(F)cc1	-3
106	O=C(C1CCC1)N1CC[C@@H]2[C@H]1c1cc(C#Cc3ccc(F)cc3)ccc1N[C@@H]2CO	-1[25 µM]
107	O=C(CCCC(=O)N1CCN(c2ccc([N+](=O)[O-])cc2)CC1)c1ccccc1	6
108	Cc1cccc(OC2CCN(Cc3c(C(=O)N4CCCC4)nc4ccccn34)CC2)c1	2
109	CN(C)S(=O)(=O)c1ccc(NC(=O)CN2CCCc3ccccc32)cc1	-24
110	CCC(=O)N1CCC1(C)C(=O)Nc1ccc2c(c1)OCO2 (configuration not stated)	-5
111	Cc1ccccc1S(=O)(=O)N(C)C[C@@H]1OCc2ccccc2-c2c(n(C)c3ccccc23)C(=O)N([C@H](C)CO)C[C@H]1C	1
112	Cn1c(=O)c2nc(SCCO)n(C)c2n(C)c1=O	7
113	O=C(COC(=O)c1ncc(Cl)c(Cl)c1Cl)Nc1ccc(Cl)cn1	30
114	Cc1ccc(NS(=O)(=O)c2sc3ccc(Cl)cc3c2C)cc1	30
115	O=C(c1cccc(F)c1)N1CCC(c2nc3ccccc3s2)CC1	5
116	c1ccc(CCNc2ncnc3c2cnn3-c2ccccc2)cc1	-82
117	CC=Cc1ccc2n(c1=O)C[C@@H]1[C@@H](CO)[C@H](C(=O)NCCc3ccncc3)N(CCC(F)(F)F)[C@H]21 (mixture of isomers)	-9[25 µM]
118	COc1cccc(CN(C)C[C@H]2OCc3ccccc3-c3ccccc3C(=O)N([C@@H](C)CO)C[C@H]2C)c1	-9[25 µM]
119	C[C@@H]1CN([C@@H](C)CO)C(=O)c2c(c3ccccc3n2C)-c2ccccc2CO[C@H]1CN(C)S(=O)(=O)c1ccccc1F	8
120	O=C(/C=C/c1ccc2c(c1)OCO2)c1ccc(O)cc1O	-82
121	COc1ccccc1C(=O)C1CCCN(C(=O)c2snnc2C)C1 (configuration not stated)	7
122	CC(=O)NCc1ccc(C(=O)CCl)s1	1
123	CCOC(=O)C1CCN(C(=O)N(CC)CC)CC1	3

# High-throughput results: PubChem, Broad Institute
